Ecoli WT expand – blocks growth of wild type E. coli BW25113; AID 710; OD600 absorbance; growth inhibition, % at 100 µM; hit rate 0.15% among 98,000;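 active means growth inhibition above about 50% at one test dose, limit read from the data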;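 further: growth measured after 20 h incubation at 37 °C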
S1P2 agonist – agonists of human S1P2 receptor | O95136 | S1P2-expressing cell line, agonist reporter read-out | activation, % at 4.5 µM | hit rate 0.46% among 97,000 | AID 729; in the data active means activation above about 16%;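 further: 0% = vehicle low control and 100% = maximal reference agonist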
Target sequence (O95136 whole entry, looked up): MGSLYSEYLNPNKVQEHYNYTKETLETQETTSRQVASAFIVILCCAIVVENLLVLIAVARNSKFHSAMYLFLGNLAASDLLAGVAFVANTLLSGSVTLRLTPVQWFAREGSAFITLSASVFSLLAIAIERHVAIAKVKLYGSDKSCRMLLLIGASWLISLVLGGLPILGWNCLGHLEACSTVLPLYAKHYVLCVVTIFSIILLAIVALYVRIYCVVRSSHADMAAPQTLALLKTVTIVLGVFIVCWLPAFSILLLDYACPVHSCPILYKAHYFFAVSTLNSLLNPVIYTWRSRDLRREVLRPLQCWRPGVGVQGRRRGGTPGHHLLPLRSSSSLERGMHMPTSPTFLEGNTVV
sEH act – soluble epoxide hydrolase (human) activation | P34913 | purified human sEH enzymatic activity, activator screen | activation, % at 2 µM | hit rate 0.04% among 91,000 | AID 717; in the data active means activation above about 37%; further: values of inactives mirror those of a sister screen read the other way
Target sequence (P34913 whole entry, looked up): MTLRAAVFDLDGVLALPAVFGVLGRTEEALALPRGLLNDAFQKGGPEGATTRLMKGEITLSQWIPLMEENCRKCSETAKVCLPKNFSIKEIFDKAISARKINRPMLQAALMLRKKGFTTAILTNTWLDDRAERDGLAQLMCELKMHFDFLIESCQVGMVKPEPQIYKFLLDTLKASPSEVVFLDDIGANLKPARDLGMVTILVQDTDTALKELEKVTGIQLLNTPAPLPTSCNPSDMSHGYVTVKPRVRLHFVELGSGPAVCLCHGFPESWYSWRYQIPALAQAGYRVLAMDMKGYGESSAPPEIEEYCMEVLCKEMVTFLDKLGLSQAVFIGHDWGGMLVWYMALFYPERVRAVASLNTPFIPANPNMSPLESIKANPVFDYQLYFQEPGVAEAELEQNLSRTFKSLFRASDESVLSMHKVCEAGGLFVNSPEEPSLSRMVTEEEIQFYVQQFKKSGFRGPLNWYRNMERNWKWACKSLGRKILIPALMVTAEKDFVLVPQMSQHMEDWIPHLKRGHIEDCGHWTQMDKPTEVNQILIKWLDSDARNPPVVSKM
CD11b adhes inh – inhibitors of human CD11b/CD18 binding to fibrinogen; hit rate 0.54% among 93,000; inhibition, % at 10 µM; K562 CD11b/CD18 adhesion to fibrinogen, ATPlite luminescence; Mn2+ added to activate the integrin; AID 1497; P05107+P11215;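 active means primary inhibition of 50% or more at 10 µM, then 40% or more on retest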; further: some results filed as inactive read as strong as hits
sEH inh – blocks human soluble epoxide hydrolase activity; P34913; inhibition, % at 2 µM; recombinant human sEH enzymatic activity assay; hit rate 0.34% among 91,000; in the data active means inhibition above about 80%; further: values of inactives mirror those of a sister screen read the other way; many of its hits are not listed in these tables
PostGolgi yeast – growth inhibition of a yeast mutant, post-Golgi transport screen. post-Golgi transport phenotypic cell assay. inhibition, % at 10 µM. hit rate 0.9% among 98,000. AID 739;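 further: yeast cells grown in 1536-well plates; yeast grown about 18 h at 30C before absorbance read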
PLAP act – activates human placental alkaline phosphatase. P05187. purified PLAP enzyme, luminescent substrate read-out; stronger effect = higher value. activation fold at 20 µM. hit rate 1.2% among 96,000. AID 696; in the data active means activation fold above about 2
S1P2 blocker – antagonists of human S1P2 receptor. O95136. cell-based S1P2 antagonist assay, inhibition at 5 uM. inhibition, % at 5 µM. hit rate 0.21% among 97,000; in the data active means inhibition above about 45%;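 further: CRE beta-lactamase reporter cells expressing human S1P2 stimulated with S1P; 0% = agonist at EC80 alone and 100% = agonist plus reference antagonist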
PostGolgi ctrl – growth of the yeast control strain, post-Golgi counter-screen. efflux-deficient yeast background strain, growth absorbance A615, 16 h. inhibition, % at 10 µM. hit rate 5% among 98,000. AID 738
The depositor's hits bear a star; / = not tested or not shown. Unless noted, no stated cut-off is given here; in the data, active means inhibition above about 30%; inactive means the rest.

SMILES	Ecoli WT expand	S1P2 agonist	sEH act	CD11b adhes inh	sEH inh	PostGolgi yeast	PLAP act	S1P2 blocker	PostGolgi ctrl
CCc1nnc(NC(=O)CSc2nnc(-c3ccccc3O)n2-c2ccc(C)cc2)s1	-5.0	-7.1	-7.1	-8.7	8.0	-10.7	1	-2.6	11.5
COc1ccc(NC(=O)c2ccc(COc3ccccc3OC)o2)cc1OC	-15.0	-7.8	-12.2	-11.3	15.1	-2.0	1	5.5	-1.8
Cn1c(SCc2nc(-c3ccc(Cl)cc3)no2)nnc1-c1ccco1	0.0	-3.5	-4.0	1.1	3.1	3.3	1.3	-11.4	28.1
CCc1ccc(NC(=O)C2CCCCC2C(=O)O)cc1 (stereo not drawn)	2.0	1.8	/	-2.3	/	-1.1	1	-0.9	0.7
COC(=O)C(C(=O)Nc1ccccc1C)C1CCCC1 (stereo not drawn)	1.0	-1.8	-12.1	-9.4	15.5	3.3	0.8	13.9	1.3
COc1ccc2[nH]c(=O)c(CN(C)C(=O)C3CCCCC3)cc2c1	-13.0	-5.7	/	2.1	/	-8.5	1.1	-0.2	7.4
CCCC(=O)Nc1cccc(NC(=O)c2ccc3c(c2)OCO3)c1	-2.0	-2.1	-6.2	12.1	8.9	-8.0	1.3	8.0	26.5
Cc1ccc(C(=O)CSc2nnc(COc3cccc4cccnc34)o2)cc1	-4.0	-8.1	-3.6	9.0	3.5	-3.3	1.5	4.4	3.9
CCCCNS(=O)(=O)c1ccc(OC)c2ncccc12	-2.0	-0.4	-1.5	/	4.7	5.8	1.1	-17.4	10.5
CC1CCC(NC(=O)c2ccc3nc[nH]c3c2)CC1 (stereo not drawn)	-3.0	-5.0	-4.5	10.3	5.0	1.8	1.3	-18.5	-5.1
c1ccc(-c2nnc3sc(CN4CCC5(CC4)OCCO5)cn23)cc1	-1.0	/	/	-6.6	/	13.1	1	/	3.2
COc1ccc2c(Cl)c(C(=O)NC3CCS(=O)(=O)C3)sc2c1 (stereo not drawn)	8.0	/	/	-2.6	/	-1.3	0.8	/	9.4
C=C(C)C1CC=C(C)/C(=N/NC(=O)c2ccc(NC(=O)CC)cc2)C1 (stereo not drawn)	0.0	-0.1	0.7	-2.1	2.0	-1.9	1.5	-11.9	8.1
O=C(CNCCO)N1CCc2ccccc21	8.0	-4.6	16.1	/	-12.9	5.8	1	11.7	9.4
O=C(NCc1cn(-c2ccccc2)nc1-c1ccccc1)c1cc([N+](=O)[O-])cc([N+](=O)[O-])c1	-4.0	-6.5	-9.1	/	14.2	-5.0	0.9	1.0	0.0
CN(C)C(=O)CCCc1nc(-c2ccc(Cl)cc2)no1	7.0	-6.2	4.9	2.7	-2.9	-3.2	1.1	-2.8	12.6
CCCCOc1ccc(NC(=O)C2CC=CCC2C(=O)O)cc1 (stereo not drawn)	/	-6.3	/	-15.2	/	/	0.9	7.7	/
O=C(c1cc(-c2ccco2)on1)N1CCN(C(c2ccccc2)c2ccccc2)CC1	6.0	-12.9	/	5.4	/	-1.4	1.2	-14.2	12.1
N#CC1=C(N)NC(SCc2ccc(F)cc2)=C(C#N)C12CCCCC2	16.0	-8.4	-20.0	77.3*	19.6	99.3*	0.6	2.2	67.7*
CCOc1ccc(N=c2scc(-c3ccccc3)n2CCO)cc1	-12.0	5.0	-1.7	-11.4	-2.7	-3.5	0.9	-3.8	3.3

Shown as a hit in CD11b adhes inh (from the list above):
canonical_smiles	S1P2 agonist	sEH act	CD11b adhes inh	sEH inh	PLAP act	S1P2 blocker
N#CC1=C(N)NC(SCc2ccc(F)cc2)=C(C#N)C12CCCCC2	-8.4	-20.0	77.3*	19.6	0.6	2.2

The list goes on.
SMILES	Ecoli WT expand	S1P2 agonist	sEH act	CD11b adhes inh	sEH inh	PostGolgi yeast	PLAP act	S1P2 blocker	PostGolgi ctrl
COC(=O)c1cc(C(=O)OC)cc(N2C(=O)CC(N3CCN(c4ccccc4)CC3)C2=O)c1 (stereo not drawn)	-1.0	-2.0	-9.5	-6.4	10.7	-1.8	1.4	3.8	-1.9
Cc1nnc(NC(=O)C2CCCN(S(=O)(=O)c3ccccc3C(F)(F)F)C2)s1 (stereo not drawn)	6.0	-3.5	-9.4	-2.6	8.2	0.6	1	8.3	41.9*
O=C(CSc1nnc(CNC(=O)c2cccs2)o1)Nc1cccc(C(F)(F)F)c1	4.0	-2.4	-14.0	-28.5	18.4	-6.6	0.9	-0.7	10.1
CC12CCC(C(=O)NCc3ccco3)(OC1=O)C2(C)C (stereo not drawn)	4.0	-2.6	-1.4	-16.8	1.4	0.3	1	5.8	1.6
CN(c1ccc(C(=O)NC2CC2)cc1)S(=O)(=O)c1ccccc1	3.0	-2.3	-4.0	8.5	4.0	1.8	1.1	6.6	4.4
Cc1ccc(N2CCN(C(=O)CNS(=O)(=O)c3ccc(Br)s3)CC2C)cc1 (stereo not drawn)	-1.0	-3.8	-4.2	/	5.7	24.5	1.6	5.7	19.9
Cc1cc(C)cc(N(C(C)C(=O)NCCC2=CCCCC2)S(C)(=O)=O)c1 (stereo not drawn)	-1.0	-4.9	1.8	11.7	1.4	-8.0	1.8	-4.3	13.7
CCCCn1nnnc1SCC(=O)NCc1ccccc1	12.0	-0.5	-31.5	-14.3	32.9	-3.6	0.8	-5.7	3.3
CCSc1nc(-c2ccccc2)c(C#N)c(=O)[nH]1	-17.0	-6.0	-2.4	-3.4	5.2	10.8	1	-1.4	-0.8
COC(=O)c1c(-c2ccc(F)cc2)noc1N	7.0	-4.1	2.2	/	1.1	-6.9	1.3	-16.8	8.9
Cc1cc(=O)oc2cc(OCC(=O)Nc3nnc(C(C)C)s3)ccc12	-6.0	-5.1	-0.1	-5.9	1.0	-4.1	1	-12.0	11.3
Cn1c(C(=O)NCCN2CCc3ccccc3C2)cc2c(=O)[nH]c3ccccc3c21	-9.0	-1.2	12.0	-4.9	-11.5	-4.5	1.4	-10.2	5.7
CN(C)/C=C/C(=O)c1ccc(Cl)cc1	4.0	-6.7	-2.7	/	4.6	0.3	0.9	15.5	6.3
O=C(COc1ccc(S(=O)(=O)N2CCCC2)cc1Cl)N1CCN(c2ccccc2)CC1	-15.0	-4.3	-2.3	21.1	4.6	5.7	1.5	7.3	8.2
Cc1cccc(OCCn2c(=S)[nH]c3ccccc32)c1	/	-1.0	-0.5	/	5.6	/	/	-10.2	/
CCOc1ccc(NC(=O)C/C(N)=N/O)cc1	8.0	-0.7	1.2	8.4	-1.1	35.2*	1.1	-10.0	-4.0
COc1cc2c(cc1OC)C1=C(C#N)CN(C3CCCCC3)CN1CC2	4.0	20.0*	/	-11.1	/	-8.7	1.5	-49.1	17.0
COc1cccc(C2CC(c3ccccc3Cl)n3nc(N)nc3N2)c1 (stereo not drawn)	4.0	-6.6	-5.0	-2.6	4.7	6.1	1.8	14.1	0.7
O=C1Nc2ccccc2C12Nc1ccccc1-c1nc3ccccc3n12 (stereo not drawn)	-12.0	-3.3	10.6	/	-10.5	-3.6	/	5.0	-3.6
O=C(Cc1cccs1)Nc1ccc(-c2nnn(CC(=O)N3CCOCC3)n2)cc1	-3.0	-1.0	-0.1	-8.2	0.1	3.0	1.1	1.7	12.1
O=C(OCCN1C(=O)c2ccccc2C1=O)C1CCN(S(=O)(=O)c2cccs2)CC1	-6.0	-1.5	11.9	11.0	-7.5	-6.5	1.3	4.6	15.0
CCOC(=O)N1CCN(C(=O)c2oc3ccc(S(=O)(=O)N4CC(C)CC(C)C4)cc3c2C)CC1 (stereo not drawn)	-9.0	-6.4	-4.3	/	4.8	7.3	1.3	-167.7	10.2
O=C(CSC1=NCCS1)Nc1cccc2ccccc12	-7.0	1.7	5.9	17.1	-3.0	-4.1	1.3	-6.0	-3.8
CCC(Sc1nc2sc(C(=O)OC)c(C)c2c(=O)n1N)C(=O)NCC1CCCO1 (stereo not drawn)	-4.0	-1.0	6.0	2.1	-6.0	7.8	1.4	-10.7	2.8
O=C(CSCc1ccccc1Cl)N1CCN(c2ccccn2)CC1	7.0	-0.4	1.2	-20.1	0.3	3.4	1.5	2.8	20.4
O=C(Oc1cccc(-c2cnc3ccccc3n2)c1)c1ccco1	-6.0	-2.8	3.2	/	-0.3	-9.4	1.1	-34.1	25.5
CCOc1ccc(-c2c[n+](=O)c3c(n2[O-])CCCC3)c(OCC)c1	-2.0	-0.1	-1.9	4.6	1.4	-0.5	0.9	-10.7	5.2
Cc1cc(C)c(C(=O)C2OC(=O)C(C)(C)C(=O)C2(C)C)c(C)c1 (stereo not drawn)	-16.0	3.8	-2.1	2.9	3.0	-8.6	1.6	-12.7	2.6
CC(=O)N(c1cccc(Br)c1)C1C=CS(=O)(=O)C1 (stereo not drawn)	2.0	-4.9	-3.6	-2.4	6.0	3.1	0.9	8.1	5.2
Cc1ccc(S(=O)(=O)/C(C#N)=C/c2c(N3CCC(C(N)=O)CC3)nc3c(C)cccn3c2=O)cc1	8.0	-2.6	3.0	-0.1	-3.0	26.8	1.5	-2.2	11.6
CCOC(=O)CSc1nnc(NC(=O)c2cccc(S(=O)(=O)N3CCCC3)c2)s1	-9.0	-1.7	-1.7	-11.2	5.8	-6.5	0.9	9.6	0.5
O=C(NCCN=C1NS(=O)(=O)c2ccccc21)c1ccncc1	7.0	-3.0	1.0	1.7	1.1	8.8	0.9	-6.5	0.5
CCOC(=O)C(NCc1ccccc1OC)(NC(=O)CC)C(F)(F)F (stereo not drawn)	5.0	-6.9	-9.3	/	12.5	0.3	0.8	9.8	3.6
CCOc1ccc(CNCc2cccnc2)cc1	/	-2.5	1.4	/	-0.9	/	/	-18.9	/
Cc1ccccc1OC(C)c1nc(-c2ccccc2)no1 (stereo not drawn)	-3.0	-0.3	-3.3	-4.1	6.9	-12.1	0.9	1.1	0.5
COc1ccc(/C=C/C(=O)NNc2c(F)c(F)cc(F)c2F)cc1OC	-5.0	-4.1	11.9	-18.2	-13.6	-10.2	0.9	18.3	22.6
CCc1cc(C(c2ccc(F)cc2)N2CCOCC2)c(NC(=O)c2ccccc2)s1 (stereo not drawn)	11.0	-3.7	3.9	/	-4.0	32.0*	1.1	-20.0	11.4
CCN(C(=O)Cc1ccccc1OC)c1nnc(-c2ccncc2)s1	-3.0	-12.0	3.6	/	-1.3	-2.0	1	18.7	22.8
COC(=O)c1sc(OC)cc1OCc1ccc(C)cc1	-12.0	-1.2	-5.4	-5.5	2.6	-4.7	1	2.0	10.1
Fc1ccc(N2CCN(C(c3cccs3)c3nnnn3CCc3ccccc3)CC2)cc1 (stereo not drawn)	-27.0	-0.8	6.7	/	-3.0	11.8	/	12.9	37.1*
CCCCN1CC(COc2ccccc2)OC1=O (stereo not drawn)	0.0	-8.9	-11.1	23.1	8.9	-4.4	1.2	-10.4	6.8
CC(C)NC(=O)NC(=O)COC(=O)C1CCCN1C(=O)c1cccs1 (stereo not drawn)	-3.0	-5.4	4.0	-8.3	-1.8	-1.7	0.9	-12.7	20.1
COc1ccccc1NCCC(=O)OCC(=O)NCc1ccco1	1.0	-4.5	1.2	7.0	1.8	-2.6	1.7	-8.6	-2.7
CC(=O)C1=C(C)NC(SCC(N)=O)=C(C#N)C1c1cccnc1 (stereo not drawn)	-6.0	-4.3	2.9	-5.8	1.1	3.3	0.9	8.4	8.7

Random excerpt: five compounds from above.
SMILES	Ecoli WT expand	S1P2 agonist	sEH act	CD11b adhes inh	sEH inh	PostGolgi yeast	PLAP act	S1P2 blocker	PostGolgi ctrl
O=C(CSC1=NCCS1)Nc1cccc2ccccc12	-7.0	1.7	5.9	17.1	-3.0	-4.1	1.3	-6.0	-3.8
Cn1c(SCc2nc(-c3ccc(Cl)cc3)no2)nnc1-c1ccco1	0.0	-3.5	-4.0	1.1	3.1	3.3	1.3	-11.4	28.1
CCCCN1CC(COc2ccccc2)OC1=O (stereo not drawn)	0.0	-8.9	-11.1	23.1	8.9	-4.4	1.2	-10.4	6.8
Cc1cc(C)cc(N(C(C)C(=O)NCCC2=CCCCC2)S(C)(=O)=O)c1 (stereo not drawn)	-1.0	-4.9	1.8	11.7	1.4	-8.0	1.8	-4.3	13.7
CN(C)/C=C/C(=O)c1ccc(Cl)cc1	4.0	-6.7	-2.7	/	4.6	0.3	0.9	15.5	6.3

Screens deposited in PubChem by several laboratories.

An unsorted share of the library (roughly 7.1% active in at least one column).
